TEAD-YAP block: TEAD-YAP interaction inhibition. hit rate 1.4% among 640,000. inhibition, % at 9.12 µM. HEK-TIYL cells, TEAD-Gal4/YAP UAS-luciferase luminescence; in the data active = inhibition above about 32%;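 note: 0% = median of test compound wells and 100% = reference inhibitor wells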
MITF primary: inhibitors of human MITF | AID 1259374 | AlphaScreen MITF homodimerization, bead proximity signal | O75030 | hit rate 0.91% among 650,000 | inhibition, % at 2.6 µM; in the data active = inhibition above about 50%;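 note: 0% = vehicle wells with protein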
Target sequence (O75030 whole entry, looked up): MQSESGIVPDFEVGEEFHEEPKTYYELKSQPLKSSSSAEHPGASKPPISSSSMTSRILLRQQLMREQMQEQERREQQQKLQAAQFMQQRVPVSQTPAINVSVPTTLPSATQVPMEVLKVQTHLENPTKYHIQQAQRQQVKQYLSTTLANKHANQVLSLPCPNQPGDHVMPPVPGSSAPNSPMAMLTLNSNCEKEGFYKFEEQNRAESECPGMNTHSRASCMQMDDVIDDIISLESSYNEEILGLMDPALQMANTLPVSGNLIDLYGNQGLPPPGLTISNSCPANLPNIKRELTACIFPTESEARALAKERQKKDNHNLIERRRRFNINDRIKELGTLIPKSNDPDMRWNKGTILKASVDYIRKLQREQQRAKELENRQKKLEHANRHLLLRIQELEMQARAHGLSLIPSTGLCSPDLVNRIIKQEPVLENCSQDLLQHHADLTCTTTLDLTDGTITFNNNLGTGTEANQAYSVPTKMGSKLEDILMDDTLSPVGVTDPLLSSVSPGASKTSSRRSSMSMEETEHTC
GPR151 activ: activates the human receptor GPR151; PathHunter beta-arrestin GPR151 cells, luminescence; activation, % at 11.2 µM; hit rate 1% among 650,000; in the data active = activation above about 4.9%;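 note: 0% = median of compound wells and 100% = cells with positive control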
Target sequence (Q8TDV0 whole entry, looked up): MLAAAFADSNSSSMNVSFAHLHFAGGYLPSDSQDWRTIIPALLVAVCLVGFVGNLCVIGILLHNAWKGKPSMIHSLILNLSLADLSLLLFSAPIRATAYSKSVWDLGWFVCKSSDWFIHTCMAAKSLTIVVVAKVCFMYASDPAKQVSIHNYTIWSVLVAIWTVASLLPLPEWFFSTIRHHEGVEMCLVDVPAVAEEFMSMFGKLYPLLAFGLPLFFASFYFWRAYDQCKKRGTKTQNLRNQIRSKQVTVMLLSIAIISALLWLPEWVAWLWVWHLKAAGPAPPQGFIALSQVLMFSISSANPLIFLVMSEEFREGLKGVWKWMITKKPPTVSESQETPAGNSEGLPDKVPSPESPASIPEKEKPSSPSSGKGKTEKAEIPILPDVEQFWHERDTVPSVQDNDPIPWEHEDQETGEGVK
FBW7 act: activators of human E3 ligase FBW7; AlphaScreen FBW7–phospho-cyclin E peptide binding, activator screen; normalized activity (activation), % at 26.1 µM; hit rate 0.13% among 650,000; AID 1259310; in the data active = normalized activity above about 1.9%;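 note: purified mutant Fbw7 with reduced substrate affinity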
The depositor's hits bear a star.

SMILES	TEAD-YAP block	MITF primary	GPR151 activ	FBW7 act
COc1cc(/C=c2/sc3nc4ccccc4n3c2=O)cc(I)c1OCc1ccc(Cl)cc1Cl	6	2	-0.7	0.2
CCCOc1cccc(NC(=O)c2cc(CC(C)C)oc2C)c1	1	-4	0.1	-0.1
CCC(C)(C#CCN1CCCCC1)OC(C)=O (centres undefined)	-3	-10	1.2	0.1
CCOCCOC(=O)C1=C(C)NC2=C(C(=O)CC(c3cccs3)C2)C1c1ccc(OC)cc1 (centres undefined)	7	3	-0.1	0.0
O=C(Cc1cn(-c2ccc(Nc3ccccc3)nn2)c2ccccc12)NCCCN1CCCC1=O	-6	0	-0.5	-0.1
CN(C)S(=O)(=O)c1ccc(NC(=O)Cc2cccs2)cc1	-11	-3	-0.3	-0.1
COc1ccc(CN(C)C(=O)Cc2c[nH]c3ccccc23)c(OC)c1OC	-5	-1	0.0	-0.2
COc1cccc(NC(=O)CCC2CCN(C(=O)CCN3CCCC3=O)CC2)c1	-1	1	3.2	-0.1
COc1ccc(/C=C/c2ccncc2)cc1OC	-41	11	-2.3	0.2
COc1ccc(/C(O)=C2/C(=O)C(=O)N(CCCO)C2c2ccc(Br)cc2)cc1 (centres undefined)	14	15	3.3	0.1
O=C(NC1CCCCC1)c1cc(F)c(F)c(F)c1F	1	4	0.6	0.0
O=C1N/C(=C\c2ccc(Cl)cc2)C(=O)c2ccccc21	7	22	0.1	0.1
COc1ccc(C2Nc3ccc(Cl)cc3NC3=C2C(=O)CC(c2ccc(Cl)cc2)C3)cc1 (centres undefined)	-13	-1	0.7	0.0
C#CCOc1ccc(/C=C2/C(=O)NN(c3ccc(F)cc3)C2=O)cc1OCC	1	10	-1.7	0.6
CCCCCCCCn1c(SCC(=O)O)nc2c1c(=O)[nH]c(=O)n2C	10	10	-0.1	-0.1
O=C(O)C1C2CCC(C2)C1C(=O)Nc1nc2ccc(F)cc2s1 (centres undefined)	-8	-5	0.4	0.0
Cc1nn(-c2ccccc2)c2sc(C(=O)Oc3ccc(Cl)cc3)cc12	10	21	0.3	0.2
CCCOc1ccc(CNC(=O)Cn2c3ccccc3c3nc(=O)cc(C)n32)cc1	10	9	0.2	0.2
Cc1cc(Cl)ccc1NC(=O)c1cc2c(=O)oc3ccccc3c2s1	-12	1	0.7	0.0
O=C(Cn1nnc2ccccc2c1=O)c1ccccc1Cl	-30	-4	-0.9	0.0
O=C(Nc1ccc(Cl)cc1[N+](=O)[O-])c1cc2ccccc2o1	-21	2	-0.4	-0.2
CN1C(=O)CC(N2CCC(c3nc4ccccc4[nH]3)CC2)C1=O (centres undefined)	-1	12	-0.3	0.1
Cc1c(C(=O)Nc2cccc(Cl)c2)sc2ncnc(N3CCCCC3C)c12 (centres undefined)	-10	-9	2.5	0.0
Clc1ccc(CN2CCN(C3CCCCCC3)CC2)cc1	-3	74*	-0.5	0.5
COc1ccccc1-n1cc(C(=O)NCC(=O)Nc2ccc3c(c2)OCCO3)c2ccccc2c1=O	-3	21	-0.5	0.3
CCOc1ccc(S(=O)(=O)N2CCCCC2)cc1N	4	-4	-0.2	-0.2
COc1cc(/C=C(/C(=O)OCC(N)=O)c2ccc(-c3ccccc3)cc2)cc(OC)c1OC	1	7	5.1*	-0.2
CC1=C(C(=O)OC2CCCCCC2)C(c2ccc(N(C)C)cc2)NC(=O)N1 (centres undefined)	7	14	0.2	0.1
Cc1cccc(N(CC(=O)NCC2CCCO2)C(=O)CCC(=O)Nc2nccs2)c1 (centres undefined)	-4	0	-0.2	0.0
COc1ccc(Cc2nc(-c3ccc(OC)c(OC)c3)no2)cc1	-3	12	-0.5	0.2
CC(C)N(CCNc1cc(N2CCN(c3ccccn3)CC2)ncn1)C(C)C	-1	-12	-1.8	0.2
CC1=C(C(=O)OCc2ccccc2)C(c2ccc(Cl)c([N+](=O)[O-])c2)CC(=O)N1 (centres undefined)	4	24	0.3	0.1
Cc1ccc(Cc2nnc(NC(=O)C3CC3)o2)cc1C	0	1	0.9	0.0
O=C(O)c1ccc(-n2c(/C=C\c3cc(Br)ccc3O)nc3ccccc3c2=O)cc1	0	-11	0.1	0.2
Cc1c(C(C)NC(=O)/C=C/c2ccccn2)cnn1-c1ccccn1 (centres undefined)	-4	3	0.2	0.0
COc1ccc(CN2CCN(C(=O)c3cccc(OC)c3OC)CC2)c(OC)c1	11	7	-1.4	0.1
O=[N+]([O-])c1cc([N+](=O)[O-])c2nonc2c1N1CCCCC1	-1	5	-0.3	0.0
Cc1nnc2c(N3CC=C(c4ccccc4)CC3)nc3ccccc3n12	7	9	-3.5	0.1
O=C(Nc1ccc(OC(=O)c2sc3ccccc3c2Cl)cc1)c1sc2ccccc2c1Cl	1	-4	1.3	-0.2
CCOC(=O)c1c(NC(=O)c2c(F)cccc2F)sc2c1CCN(C(=O)OCC)C2	2	-5	1.6	0.0

The closing 3 entries of the part above come first, to join the parts.
SMILES	TEAD-YAP block	MITF primary	GPR151 activ	FBW7 act
Cc1nnc2c(N3CC=C(c4ccccc4)CC3)nc3ccccc3n12	7	9	-3.5	0.1
O=C(Nc1ccc(OC(=O)c2sc3ccccc3c2Cl)cc1)c1sc2ccccc2c1Cl	1	-4	1.3	-0.2
CCOC(=O)c1c(NC(=O)c2c(F)cccc2F)sc2c1CCN(C(=O)OCC)C2	2	-5	1.6	0.0
Cc1cccc2c1ncc1c(=O)n(-c3ccccc3)[nH]c12	-56	5	0.0	0.0
COc1ccc(NC(=O)CN2CCN(C)CC2)c(OC)c1	-1	105*	-0.4	0.1
CC(CCN1CCc2nc(N3CCCC3)[nH]c(=O)c2C1)c1ccccc1 (centres undefined)	-11	-1	0.8	0.1
CCCCOc1ccccc1C1Nc2ccccc2NC2=C1C(=O)CC(c1ccc(OC)c(OC)c1)C2 (centres undefined)	-10	-6	1.8	0.1
C=CCOC(=O)C1=C(C)OC(N)=C(C#N)C1c1ccccc1[N+](=O)[O-] (centres undefined)	-5	7	-0.6	0.5
CCCc1cc(=O)[nH]c2nnc(SC(C)C(=O)OCC)n12 (centres undefined)	-11	17	-2.0	0.4
CC(C)NC(=O)C1CCC(Cn2c(=O)c3sccc3n(Cc3c(F)cccc3Cl)c2=O)CC1 (centres undefined)	4	8	-0.4	0.9
CCOC(=O)C1CCN(c2ncnc3c2c(-c2ccccc2)cn3-c2ccc(C)cc2)CC1	-17	-5	-1.4	-0.2
O=C(c1ncoc1-c1cccs1)N1CCN(c2ccccn2)CC1	9	3	-0.2	0.2
COc1cccc(N/C=C/C(=O)c2ccc(Br)cc2)c1	-46	-18	0.4	0.0
COc1ccc(-c2cc(C(=O)N3CCOCC3)c3cc(C)ccc3n2)cc1	-12	2	0.4	-0.1
CCCNC(=O)c1n[nH]c2c1CCCC2	-50	15	-3.7	0.1
O=c1cc(N2CCCCCC2)[nH]c(=O)[nH]1	-8	14	-0.5	0.9
Cc1ccc(C2CC(C(F)(F)F)n3nc(C(=O)NC4CCCCC4)cc3N2)cc1 (centres undefined)	14	11	-0.6	0.8
O=C(c1ccc(F)c(S(=O)(=O)N2CCOCC2)c1)N1CCOCC1	3	0	0.3	-0.1
CC(=O)Nc1cc(CNCc2ccc3c(c2)OCO3)cc(C(=O)N2C[C@@H](C)O[C@@H](C)C2)c1	-4	7	-0.5	0.0
Cn1ccnc1C(NC(=O)CCc1ccccc1)c1ccc(F)c(F)c1 (centres undefined)	6	6	1.4	-0.1
CCCCCC(=O)N1c2ccccc2NC2=C(C(=O)CC(c3cccc([N+](=O)[O-])c3)C2)C1c1ccco1 (centres undefined)	-4	10	-1.4	0.1
COc1cc([C@@H]2C[C@H]3CN(Cc4ccccc4OC)C(=O)[C@]34CCCN24)ccc1O	11	10	-1.4	0.0
O=C(NC1CCCCC1)c1scc2c1CCCC2	-12	-4	-0.7	0.1

5 records drawn at random from those above, as already listed:
SMILES	TEAD-YAP block	MITF primary	GPR151 activ	FBW7 act
CC1=C(C(=O)OCc2ccccc2)C(c2ccc(Cl)c([N+](=O)[O-])c2)CC(=O)N1 (centres undefined)	4	24	0.3	0.1
CN1C(=O)CC(N2CCC(c3nc4ccccc4[nH]3)CC2)C1=O (centres undefined)	-1	12	-0.3	0.1
COc1cc(/C=C(/C(=O)OCC(N)=O)c2ccc(-c3ccccc3)cc2)cc(OC)c1OC	1	7	5.1*	-0.2
CCCCOc1ccccc1C1Nc2ccccc2NC2=C1C(=O)CC(c1ccc(OC)c(OC)c1)C2 (centres undefined)	-10	-6	1.8	0.1
CCOC(=O)C1CCN(c2ncnc3c2c(-c2ccccc2)cn3-c2ccc(C)cc2)CC1	-17	-5	-1.4	-0.2

Later entries.
SMILES	TEAD-YAP block	MITF primary	GPR151 activ	FBW7 act
OCCCNc1nc2nonc2nc1Nc1ccccc1F	16	-7	-0.2	-0.1
O=C(NCCN1CCN(C(=O)c2ccc(Cn3ccnc3)cc2)CC1)c1ccc2c(c1)OCO2	8	3	-0.6	0.1
O=C1c2ccccc2C(=O)N1CCOCCN1C(=O)c2ccccc2C1=O	-7	3	-0.1	-0.1
CCn1c2ccccc2c2cc(CN3CCN(C(=O)c4ccc(OC)c(OC)c4)CC3)ccc21	6	49	0.9	-0.1
CC(C)NC(=S)N1CCN(c2ccc3nnc(-c4ccc(F)cc4)n3n2)CC1	13	3	-0.5	0.1
Cc1cncc2cccc(NC3CCCN(C(=O)C(O)c4ccc(F)cc4)C3)c12 (centres undefined)	45*	13	0.3	-0.3
COc1ccc(CNC(=O)c2ccc(Sc3cccc(Cl)c3)c([N+](=O)[O-])c2)cc1	0	12	0.4	0.2
COc1cccc(C2=N/C(=C\c3ccc(C(C)(C)C)cc3)C(=O)O2)c1	-5	-2	0.9	0.1
CCOc1cc(S(=O)(=O)Nc2cc(C)ccn2)ccc1Cl	-6	4	0.9	0.3
Nc1ccc(S(=O)(=O)c2ccc(N)c(N)c2)cc1	7	21	0.7	-0.1
NC(=O)c1ccc(NC(=O)CSc2ncnc3c2cnn3-c2ccccc2)cc1	4	4	-0.4	-0.1
COc1ccc(C(=O)N/C(=C\c2ccco2)C(=O)NC(C)(C)C)cc1	11	15	-2.3	0.0
CCOc1cc(C=O)ccc1OC(=O)C(C)C	7	10	0.6	0.1
O=c1/c(=C/c2cccc(OCc3ccc(F)cc3)c2)sc2nc3ccccc3n12	8	19	-1.8	0.3
COc1ccc2oc(=Nc3ccc(F)cc3)c(C(N)=O)cc2c1	-4	-10	1.8	-0.1
COc1cc(/C=C2/NC(=O)NC2=O)cc(Br)c1O	-1	-14	-0.2	-0.1
CCCn1c(=O)c2ccccc2n2c(SCC(=O)N3CCCC3)nnc12	4	-1	0.1	-0.1
Cc1cccc(C(=O)Nc2c(C(=O)Nc3ccccc3C)cnn2-c2ccccc2)c1	2	0	1.0	0.1
O=C(O)CCCNc1nc(Cl)nc(N2CCOCC2)n1	-1	3	0.0	-0.1
Cn1ncc([N+](=O)[O-])c1C#N	0	-1	-0.1	-0.1
COc1cc(Cl)c(C)cc1NC(=S)N(Cc1cccs1)C1CCCCC1	-5	-5	-0.3	0.0
C/C(N)=C(/C#N)C(=O)CSc1nnnn1-c1cc(C)ccc1C	14	0	-0.5	0.0
COc1ccc(OC)c(NC(=O)CN2CCC(n3c(C)nc4cc(F)ccc43)CC2)c1	-31	14	1.8	0.1
C/C(=N/NC(=O)CNC(=O)c1ccco1)c1ccccc1	1	2	1.1	-0.1
O=C(COc1ccc(Cl)cc1Br)NNC(=O)C(=O)N1CCCCC1	12	5	1.6	0.0
CCN(CC)S(=O)(=O)c1cc(C(=O)OCC(=O)NCc2ccccc2)ccc1F	1	14	-1.1	0.2
CCC1Sc2cc(S(=O)(=O)CCC(=O)NC3CCCCC3C)ccc2NC1=O (centres undefined)	14	9	2.8	0.1
c1cncc(CNc2nc(Nc3ccc(N4CCOCC4)cc3)c3ncn(C4CCCCC4)c3n2)c1	-13	51*	-1.2	-0.4
CCSCCOC(=O)C1=C(C)NC2=C(C(=O)CC(c3ccc(Cl)cc3)C2)C1c1ccccc1OC(C)C (centres undefined)	-5	-9	-0.2	-0.1
COc1ccc(CNC(=O)c2c(C)nc3ccc(C)cn23)cc1	4	16	2.2	0.3
CS/C(=N\S(=O)(=O)c1cccs1)Nc1cccc(SC)c1	2	-3	1.5	-0.2
COc1cc(CNC(=O)C2CC2)cc(OC)c1OC	2	17	-0.6	0.1
CCC(C)NC(=O)c1nn2c(c1Cl)NC(c1ccc(OC)cc1)CC2C(F)(F)F (centres undefined)	11	0	0.1	0.0
COc1ccccc1-n1cnc2cc(NCc3ccc(Cl)cc3)ccc21	-3	2	0.9	-0.4
CCOC(=O)c1cnc(SCC(=O)Nn2c(C)nc3sc(C)cc3c2=O)nc1N	7	-3	-1.1	0.1
CC(=O)NC(C(=O)Nc1cccc(Cl)c1)c1ccccc1 (centres undefined)	4	7	-0.4	-0.1
O=C(/C=C/c1cccs1)N1CCN(c2ccc(O)cc2)CC1	1	16	0.2	0.7
COc1ccccc1C1C=C(c2ccccc2)Nc2ncnn21 (centres undefined)	1	-3	0.3	-0.1
O=C(NC1CCCCCC1)c1ccc(NC2=NC3CS(=O)(=O)CC3S2)cc1 (centres undefined)	-14	10	-0.7	1.2
CCOC(=O)c1c(NC(=O)c2cc3cc(OC)ccc3oc2=O)sc2c1CCCC2	2	4	-1.3	-0.1
CCOCC(=O)Nc1cc([N+](=O)[O-])ccc1C	1	-8	6.2*	0.0

Entries listed so far containing a cyano group:
SMILES	TEAD-YAP block	MITF primary	GPR151 activ	FBW7 act
C=CCOC(=O)C1=C(C)OC(N)=C(C#N)C1c1ccccc1[N+](=O)[O-] (centres undefined)	-5	7	-0.6	0.5
Cn1ncc([N+](=O)[O-])c1C#N	0	-1	-0.1	-0.1
C/C(N)=C(/C#N)C(=O)CSc1nnnn1-c1cc(C)ccc1C	14	0	-0.5	0.0

Screens (PubChem)
